Screening results as filed in PubChem BioAssay.
PAFAH1B2 inh = PAFAH1B2 enzyme inhibitors, primary screen, biochemical, fluorescence polarization, human. Platelet-activating factor acetylhydrolase IB subunit alpha2 (Homo sapiens), P68402. inhibition, % at 3.39 µM. 1.2% of 340,000 active. AID 492953, 2010. recombinant PAFAH1B2, FP-rhodamine activity probe;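 active means inhibition above the mean of all tested compounds plus 3 SD, cut at about 24% in these data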;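 further: 0% = enzyme with DMSO and 100% = wells lacking PAFAH1B2; many of its hits are not listed in these tables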
LYPLA1 counter = LYPLA1 inhibitors, primary screen, counter-screen for PME1 inhibitor project, biochemical, fluorescence polarization, FP-Rh probe ABPP; 0.16% of 320,000 active; Acyl-protein thioesterase 1 (Homo sapiens), O75608; recombinant LYPLA1; inhibition, % at 5.9 µM; AID 2174, 2009;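 active means inhibition above the mean of all tested compounds plus 3 SD, set per campaign, cut at about 14% in these data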;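 further: inhibitors block serine hydrolase probe labeling of LYPLA1 so polarization falls; 0% = enzyme with DMSO and 100% = wells lacking LYPLA1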
Target sequence (O75608 whole entry, looked up): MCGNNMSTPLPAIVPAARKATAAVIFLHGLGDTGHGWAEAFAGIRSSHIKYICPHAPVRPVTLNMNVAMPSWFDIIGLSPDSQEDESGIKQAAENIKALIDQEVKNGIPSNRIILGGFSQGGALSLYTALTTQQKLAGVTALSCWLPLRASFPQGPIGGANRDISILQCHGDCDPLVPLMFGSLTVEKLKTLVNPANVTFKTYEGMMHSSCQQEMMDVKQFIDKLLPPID
PAFAH1B3 inh = PAFAH1B3 enzyme inhibitors, primary screen, biochemical, fluorescence polarization, human; recombinant PAFAH1B3, FP-rhodamine probe; AID 492972, 2010; inhibition, % at 3.39 µM; Platelet-activating factor acetylhydrolase IB subunit alpha1 (Homo sapiens), Q15102; 0.28% of 340,000 active;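 active means inhibition above the screen-wide average of all tested compounds plus 3 SD, cut at about 25% in these data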;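 further: 0% = enzyme with DMSO only and 100% = wells lacking PAFAH1B3 protein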
Target sequence (Q15102 whole entry, looked up): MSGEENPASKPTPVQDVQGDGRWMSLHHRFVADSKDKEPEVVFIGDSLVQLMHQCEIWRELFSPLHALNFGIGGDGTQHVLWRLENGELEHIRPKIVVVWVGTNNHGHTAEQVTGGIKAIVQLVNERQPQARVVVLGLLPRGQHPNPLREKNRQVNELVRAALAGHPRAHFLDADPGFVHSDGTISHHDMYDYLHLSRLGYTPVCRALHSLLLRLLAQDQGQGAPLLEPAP
PREPL inh = PREPL enzyme inhibitors, primary screen, biochemical, fluorescence polarization; 0.68% of 320,000 active; Prolyl endopeptidase-like (Homo sapiens), Q4J6C6; inhibition, % at 5.96 µM; recombinant PREPL, fluorescence polarization activity-based probe; in the data active means inhibition above about 43%;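 further: 0% = enzyme with DMSO and 100% = wells lacking enzyme; many of its hits are not listed in these tables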
ZTA DNA inh = blocks Epstein-Barr virus ZTA, an EBNA-1 counter-screen; P03206; ZTA-DNA binding, fluorescence polarization; inhibition, % at 11 µM; 0.15% of 320,000 active; in the data active means inhibition above about 33%
PAFAH2 FP inh = PAFAH2 enzyme inhibitors, primary screen, biochemical, fluorescence polarization, human; Platelet-activating factor acetylhydrolase 2, cytoplasmic (Homo sapiens), Q99487; recombinant PAFAH2, FP-rhodamine activity probe; inhibition, % at 3.39 µM; 0.99% of 340,000 active; AID 492956, 2010;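 active means inhibition above the mean over all tested compounds plus 3 SD, cut at about 30% in these data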;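 further: inhibitors block probe labeling of enzyme so polarization drops; 0% = enzyme with DMSO and 100% = wells lacking PAFAH2 protein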
EBNA-1 inh = EBNA-1 DNA-binding inhibitors, primary screen, biochemical, fluorescence polarization; inhibition, % at 14.8 µM; 0.34% of 300,000 active; AID 1950, 2009; in the data active means inhibition above about 28%
LYPLA2 counter = LYPLA2 inhibitors, primary screen, counter-screen for PME1 inhibitor project, biochemical, fluorescence polarization, FP-Rh probe ABPP; inhibition, % at 5.9 µM; recombinant LYPLA2; Acyl-protein thioesterase 2 (Homo sapiens), O95372; 0.38% of 320,000 active;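 active means inhibition above the screen-wide mean plus 3 SD, limit set per campaign, cut at about 26% in these data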;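 further: 0% = LYPLA2 with DMSO and 100% = wells lacking LYPLA2 enzyme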
pPAFAH inh = pPAFAH enzyme inhibitors, primary screen, biochemical, fluorescence polarization, human; Platelet-activating factor acetylhydrolase (Homo sapiens), Q13093; recombinant pPAFAH, FP-rhodamine probe fluorescence polarization; inhibition, % at 3.39 µM; 1.5% of 330,000 active; AID 463082, 2010;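 active means inhibition above the mean inhibition across the screen plus 3 SD, cut at about 25% in these data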;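 further: inhibitors block binding of the rhodamine activity-based probe so polarization drops; 0% = enzyme with DMSO and 100% = wells lacking pPAFAH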
Target sequence (Q13093 whole entry, looked up): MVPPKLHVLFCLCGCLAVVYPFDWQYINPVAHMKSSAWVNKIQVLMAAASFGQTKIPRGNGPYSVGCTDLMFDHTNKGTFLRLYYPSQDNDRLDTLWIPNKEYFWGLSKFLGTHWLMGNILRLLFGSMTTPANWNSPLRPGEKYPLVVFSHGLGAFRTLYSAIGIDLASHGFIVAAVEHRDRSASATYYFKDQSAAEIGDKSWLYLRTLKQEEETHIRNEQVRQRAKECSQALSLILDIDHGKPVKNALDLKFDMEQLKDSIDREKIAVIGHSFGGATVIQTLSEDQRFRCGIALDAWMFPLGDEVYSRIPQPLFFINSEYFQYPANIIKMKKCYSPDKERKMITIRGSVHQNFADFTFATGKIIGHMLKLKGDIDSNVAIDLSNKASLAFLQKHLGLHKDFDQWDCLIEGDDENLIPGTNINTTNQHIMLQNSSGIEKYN
* = called active by the depositor; . = not tested or not shown.

SMILES	PAFAH1B2 inh	LYPLA1 counter	PAFAH1B3 inh	PREPL inh	ZTA DNA inh	PAFAH2 FP inh	EBNA-1 inh	LYPLA2 counter	pPAFAH inh
CCN(CC(=O)NC1CCS(=O)(=O)C1)C(=O)c1ccc(S(=O)(=O)N(CC)CC)cc1 (stereo unspecified)	7	-2	8	6	-8	1	.	-4	0
COC(C(=O)Nc1ccnn1C1CCN(Cc2ccccn2)CC1)c1ccccc1 (stereo unspecified)	4	1	14	-7	-8	15	-5	-1	-2
CC(NC(=O)Cc1ccccc1)C1COc2ccccc2O1 (stereo unspecified)	3	2	1	-3	8	-1	-4	5	4
COc1ccc(NC(=O)C(C)Sc2nnc(C3CC3)n2C2CC2)cc1 (stereo unspecified)	-2	0	7	13	-13	5	.	6	2
COc1ccc(-n2cc(CN[C@H]3CCCCNC3=O)c(-c3cccc(F)c3)n2)cc1	1	1	3	4	4	-4	-6	0	3
CSc1ccc(/C=N/NC(=O)COc2ccc(Br)cc2Cl)cc1	-1	-1	-3	-5	-1	-2	0	4	0
Cc1ccc(NC(=O)c2nc[nH]c2C(=O)NCCCNC(=O)c2[nH]cnc2C(=O)Nc2ccc(C)cc2)cc1	2	.	-5	4	.	-16	.	.	1
COc1ccc(NC(=O)CN(C)C(=O)c2cc(-c3ccco3)nc3ccccc23)cc1	3	-3	6	6	-20	19	-11	6	21
CC(OC(=O)c1ccc(S(=O)(=O)NCc2ccco2)cc1)C(=O)Nc1ccccc1 (stereo unspecified)	4	.	14	-6	.	1	.	.	-6
COC(=O)c1cccc(NC(=S)N2CCCCC2)c1	1	-3	10	16	-12	0	-9	0	2
O=C(O)CCN1C(=O)c2ccc(Oc3ccc4c(c3)C(=O)N(CCC(=O)O)C4=O)cc2C1=O	6	2	9	-5	4	2	-4	7	7
CN(C)C(=O)c1ccc(-n2nc(C(F)(F)F)c3c2CCCC3)cc1	3	0	3	3	-26	-2	-9	0	10
COC(=O)Nc1ccc(S(=O)(=O)N2CCCC(C(=O)N3CC(C)OC(C)C3)C2)cc1 (stereo unspecified)	2	3	8	2	3	-3	-6	7	6
Cc1cc(C)c(S(=O)(=O)N2CCCCC2CCNC(=O)C(=O)NCc2cccnc2)c(C)c1 (stereo unspecified)	2	-2	8	13	8	6	2	-6	6
CC(=O)c1cccc(S(=O)(=O)N2CCC(C(=O)Oc3ccc(-c4nnco4)cc3)CC2)c1	4	.	6	19	.	5	.	.	2
COC(=O)C1=C(C)N(CCCC(=O)O)C(=O)NC1c1ccccc1OS(=O)(=O)c1ccc([N+](=O)[O-])cc1 (stereo unspecified)	4	-2	6	-6	5	-3	1	-9	-3
O=C(CCN1C(=O)c2ccccc2C1=O)NNC(=O)c1ccc(Cl)cc1Cl	-2	-4	2	-3	5	-1	5	0	-6
CCCCCCSc1ccc([C@@H]2[C@@H]3C(=O)N(C)C(=O)[C@@H]3[C@]3(C(=O)OC)CCCCN23)cc1	11	.	-2	22	.	2	.	.	2
CN(C)S(=O)(=O)c1ccc(C(=O)NCCSc2ccccc2)cc1	2	0	6	-1	7	1	-1	5	0
Cc1ccc(S(=O)(=O)N(C)C)cc1NC(=O)C(C)OC(=O)/C=C/c1cccs1 (stereo unspecified)	2	-1	6	1	-11	1	-17	1	5
COc1ccc2[nH]cc(CCNS(=O)(=O)c3ccc(C)cc3)c2c1	8	3	8	1	-11	2	-4	7	4
CCOC(=O)c1sc2ncnc(N3CCN(C(=O)OCC)CC3)c2c1C	3	8	-2	-3	-1	8	16	9	6
CCOC(=O)c1ccc(NC(=O)COC(=O)Cc2csc(-c3ccccc3)n2)cc1	2	-10	-2	3	-11	13	-3	-8	14
O=C1N/C(=C\c2ccc(N3CCOCC3)c(F)c2)C(=O)N1Cc1ccccc1	5	7	-7	27	0	-12	16	6	5
COc1ccc(-c2c(C#Cc3ccsc3)c3ccccc3n2C)cc1	4	2	-3	4	2	0	-6	1	11
CC(C)C(C(=O)Nc1ccc2c(c1)OCO2)N1C(=O)c2ccccc2C1=O (stereo unspecified)	7	-1	2	-1	20	6	3	-2	4
CCC(=O)Nc1ccc(/C(C)=N\NC(=O)c2ccc(OC)cc2)cc1	2	2	15	6	5	-2	4	0	6
O=C(Nc1ccc(O)c(-c2nc3ccccc3o2)c1)C1(c2ccc(Cl)cc2)CCCC1	9	-10	-4	8	-3	-6	0	-8	-5
COc1ccc(C(=O)COC(=O)CNC(=O)c2ccccc2)cc1F	3	-3	-2	18	-16	-2	.	-10	-2
COc1ccccc1/C=N/Nc1nncc2ccccc12	-5	3	3	10	-16	-11	9	3	2

For convenience, 13 of the compounds above:
SMILES	PAFAH1B2 inh	LYPLA1 counter	PAFAH1B3 inh	PREPL inh	ZTA DNA inh	PAFAH2 FP inh	EBNA-1 inh	LYPLA2 counter	pPAFAH inh
CC(=O)c1cccc(S(=O)(=O)N2CCC(C(=O)Oc3ccc(-c4nnco4)cc3)CC2)c1	4	.	6	19	.	5	.	.	2
COC(=O)C1=C(C)N(CCCC(=O)O)C(=O)NC1c1ccccc1OS(=O)(=O)c1ccc([N+](=O)[O-])cc1 (stereo unspecified)	4	-2	6	-6	5	-3	1	-9	-3
O=C(CCN1C(=O)c2ccccc2C1=O)NNC(=O)c1ccc(Cl)cc1Cl	-2	-4	2	-3	5	-1	5	0	-6
CCCCCCSc1ccc([C@@H]2[C@@H]3C(=O)N(C)C(=O)[C@@H]3[C@]3(C(=O)OC)CCCCN23)cc1	11	.	-2	22	.	2	.	.	2
CN(C)S(=O)(=O)c1ccc(C(=O)NCCSc2ccccc2)cc1	2	0	6	-1	7	1	-1	5	0
Cc1ccc(S(=O)(=O)N(C)C)cc1NC(=O)C(C)OC(=O)/C=C/c1cccs1 (stereo unspecified)	2	-1	6	1	-11	1	-17	1	5
COc1ccc2[nH]cc(CCNS(=O)(=O)c3ccc(C)cc3)c2c1	8	3	8	1	-11	2	-4	7	4
CCOC(=O)c1sc2ncnc(N3CCN(C(=O)OCC)CC3)c2c1C	3	8	-2	-3	-1	8	16	9	6
CCOC(=O)c1ccc(NC(=O)COC(=O)Cc2csc(-c3ccccc3)n2)cc1	2	-10	-2	3	-11	13	-3	-8	14
O=C1N/C(=C\c2ccc(N3CCOCC3)c(F)c2)C(=O)N1Cc1ccccc1	5	7	-7	27	0	-12	16	6	5
COc1ccc(-c2c(C#Cc3ccsc3)c3ccccc3n2C)cc1	4	2	-3	4	2	0	-6	1	11
CC(C)C(C(=O)Nc1ccc2c(c1)OCO2)N1C(=O)c2ccccc2C1=O (stereo unspecified)	7	-1	2	-1	20	6	3	-2	4
CCC(=O)Nc1ccc(/C(C)=N\NC(=O)c2ccc(OC)cc2)cc1	2	2	15	6	5	-2	4	0	6

Later entries:
SMILES	PAFAH1B2 inh	LYPLA1 counter	PAFAH1B3 inh	PREPL inh	ZTA DNA inh	PAFAH2 FP inh	EBNA-1 inh	LYPLA2 counter	pPAFAH inh
COc1ccc(CCNC(=O)C(C)OC(=O)c2cccs2)cc1OC (stereo unspecified)	-1	2	4	12	2	4	-8	-3	-3
Nc1nc(Nc2ccccc2F)nc(N2CCCC2)c1[N+](=O)[O-]	1	1	7	-24	-7	-2	6	1	7
O=C(O)c1cc2nc3c(c(C(F)(F)F)n2n1)CCc1ccccc1-3	0	-2	8	12	-7	9	9	4	2
CCN1CCN(C(=O)/C=C/c2ccccc2[N+](=O)[O-])CC1	8	-1	2	-4	-6	0	-5	0	1
COc1ccc(-c2oc3ccc(-c4cc(OC)c(OC)c(OC)c4)cc3c2C(=O)c2ccc(OC)nc2)cc1	-4	3	6	-4	-1	-4	-9	-2	-1
Cc1ccc(C)c2[nH]c(=O)c(CCNC(=O)c3cc4ccccc4o3)cc12	-1	-2	-1	-85	15	3	2	1	-5
Cc1nc(SCC(=O)Nc2ccc(C)c(F)c2)c2oc3ccccc3c2n1	1	0	12	9	-14	-2	-1	1	-1
CCOc1ccc(-c2nnc3sc(COc4ccccc4)nn23)cc1	3	-2	2	10	-4	2	-10	5	3
CCOC(=O)c1[nH]c(C)c(C(=O)N(CC)CC)c1C	3	-1	3	2	14	-5	2	-6	1
O=C(CCN1C(=O)/C(=C/c2ccc(Cl)cc2)SC1=S)Nc1cccnc1	3	1	-1	5	8	2	-8	5	1
C[C@@H]1CN([C@@H](C)CO)C(=O)c2cccc(NS(=O)(=O)c3ccc(F)cc3)c2O[C@H]1CN(C)C(=O)NC1CCCCC1	3	.	12	8	.	14	.	.	4
CCCCn1c(N)c(N(CCOC)C(=O)COC(=O)/C=C/c2ccc(Br)cc2)c(=O)[nH]c1=O	8	-2	7	12	0	-1	7	-6	-3
CCOC(=O)C1=C(COC(=O)CNC(=O)c2cccc(C)c2)NC(=O)NC1C (stereo unspecified)	7	1	4	1	9	5	-1	1	9
O=C(CC1C(=O)NCCN1C(=O)Nc1ccccc1)Nc1ccc(F)cc1 (stereo unspecified)	7	-4	4	1	-2	5	1	-1	-6
CC(C)NCC(O)COCCOc1ccc(Cl)cc1 (stereo unspecified)	9	0	6	5	-7	1	2	-1	1
Cc1c(Br)ccc(NC(=O)COc2ccccc2C(N)=O)c1C	-2	-1	8	12	-4	-2	5	1	0
CN1C(=O)N(CC(=O)Nc2sccc2C(N)=O)C(=O)C12CCCCC2	0	-5	7	12	-2	-2	.	-11	0
CC(=O)Nc1ccc(SCC(=O)NCCc2ccc(F)cc2)cc1	14	0	4	13	6	-1	-25	-2	-3
O=C(Cn1nnc(-c2ccc(CN3CCOCC3)cc2)n1)Nc1nc(-c2ccccc2)cs1	2	-21	4	-45	-2	-7	48*	-25	4
CCOC(=O)N1CCN(C(=O)c2ccc3c(c2)N(C)C(=O)/C(=C\c2ccc(OCC)c(OC)c2)S3)CC1	-8	-4	3	10	-5	-6	-2	15	3
COc1ccc(Cl)cc1NC(=O)CN(C)C(=O)c1ccc(C)s1	1	6	8	31	8	1	-6	3	6
CCN(CCCNC(=O)C1CCN(S(=O)(=O)c2cnc[nH]2)CC1)c1cccc(C)c1	3	1	5	10	17	-14	-7	-2	-1
O=S(=O)(NC1CC1)c1ccc(S(=O)(=O)N2CCCC3(CCCCC3)C2)cc1	11	0	4	0	15	1	8	-3	4
CCNC(=S)N(CCN(CC)CC)Cc1cc2cc3c(cc2[nH]c1=O)OCO3	5	0	1	0	-4	8	3	1	3
Cc1c(NC(=O)COC(=O)c2ccc(S(=O)(=O)N3CCOCC3)cc2)c(=O)n(-c2ccccc2)n1C	4	-3	6	6	4	9	-2	1	3
COc1ccc2c(c1)OC[C@H]1[C@H]2N2C(=O)CN(Cc3ccco3)C(=O)[C@@]2(C)[C@H]1c1ccccc1	0	3	9	21	10	-6	.	-1	0
COc1ccccc1Oc1ccc(S(=O)(=O)N2CCCC2)cc1	6	0	5	5	-10	-4	5	4	0

An excerpt; rates above refer to the full screens.
